Screening results: PubChem BioAssay, NCI
NCI-60 one-dose screen, 48 h, at 10 µM unless noted. Numbers give growth in % (100 = growth as untreated, 0 = no growth, -100 = all killed).
LOX IMVI: LOX IMVI melanoma; AID 1794757; actives 7.4% (n = 79,000)
BT-549: BT-549 breast cancer; actives 4.4% (n = 78,000); AID 1794793
SK-MEL-5: SK-MEL-5 melanoma; AID 1794755; actives 6.4% (n = 80,000)
T-47D: T-47D breast cancer; actives 5% (n = 79,000); AID 1794792
MDA-MB-435: MDA-MB-435 melanoma | actives 7.8% (n = 82,000)
SK-MEL-28: SK-MEL-28 melanoma | actives 4.1% (n = 81,000) | AID 1794761
SK-MEL-2: SK-MEL-2 melanoma | actives 4.7% (n = 77,000) | AID 1794763
HS 578T: HS 578T breast cancer | actives 4.1% (n = 78,000)
* hit, by the source's call; x = no result given; & = joins results of further samples; [ ] = another dose, or the depositor's remark. The calls were made as follows: active = growth percent below 10; inactive = the rest. No enrichment for hits; 12% or so of the library scored in one or more.

SMILES	LOX IMVI	BT-549	SK-MEL-5	T-47D	MDA-MB-435	SK-MEL-28	SK-MEL-2	HS 578T
COc1ccc(OC)c(CCn2cncc2-c2c[nH]c3ccccc23)c1	80	84	50	46	59	90	74	x
N#C/C(=C/c1cccc([N+](=O)[O-])c1)C(N)=O	108	89	105	100	111	110	113	94
CC(C)C1(C)NC(=O)NC1=O (centres undefined)	102	109	109	97	100	120	100	109
CCSc1ccc([C@@H]2[C@@H](N)C(=O)N2c2cc(OC)c(OC)c(OC)c2)cc1	51	33	20	60	-60*	62	x	34
Cc1c(Cl)cccc1NC(=O)c1sc2nc3c(cc2c1N)CCCC3	39	53	31	35	-16*	69	22	40
CN1CCN(Cc2ccc(NC(=O)c3cncc(C#Cc4ncc5ncccn45)c3)cc2C(F)(F)F)CC1	92	105	84	x	86	94	83	87
O=C(O)C(Cc1ccccc1)n1c(O)c(C=C2N=c3ccccc3=N2)sc1=S (centres undefined)	96	100	98	95	102	105	109	100
Cc1cc(N2CCCCC2)nc(N(CCNc2ccnc3cc(Cl)ccc23)Cc2ccco2)n1	-13*	42	-90*	-29*	33	39	76	51
C/C(=N/NC(=S)Nc1ccccc1)c1nc2ccc(Cl)cc2[nH]1	-76*	-95*	-97*	-68*	-85*	-97*	-94*	x
CN(C)CC(C)(CN(C)C)C(=O)/C=C/c1c(Cl)cccc1Cl	-100*	51	56	x	13	4.3*	80	72
O=C(O)/C=C\c1ccc(OC(=O)c2ccccc2)cc1	96	96	100	101	104	104	100	102
NC1=NC(c2ccccc2)N=C(Nc2nn[nH]n2)N1 (centres undefined)	94	123	97	108	96	105	98	97
CCOC(=O)CC(=O)CSC1=NC2C(NN1)N(C)C(=O)N2C (centres undefined)	93	101	100	32	95	89	x	94
COC(=O)C1C2OC(C(Br)C2Br)C1C(=O)OC (centres undefined)	99	116	105	98	x	109	94	107
CCOC(=O)CC(C(=O)OCC)n1c(O)c(C=Nc2cccnc2)sc1=S (centres undefined)	96	95	101	87	105	106	98	108
COC(=O)c1ccc(Cn2c(SC)nc(=O)n(Cc3ccc(Cl)cc3)c2=O)cc1	96	88	x	99	96	113	x	95
COc1cc(C(=O)NCCc2ccc3c(c2)OCO3)cc(OC)c1OC	110	93	106	96	112	110	90	124
COc1cc2c(cc1OC)N(CCO)C1=C(C(=O)OC1)C2c1ccccc1 (centres undefined)	98	102	105	97	107	119	x	135
CCOC(=O)C(=Cc1c(-c2ccccc2)[nH]c2ccccc12)C(=O)OCC	57	67	42	21	14	62	-3.8*	60
CSc1nc(-c2cccs2)c2c(N)nn(S(=O)(=O)c3ccc(C)cc3)c2n1	93	88	92	69	107	108	98	98
N[C@@H](C(=O)N[C@@H]1C(=O)N2C(C(=O)O)=C(Cl)CS[C@H]12)c1ccccc1	98	92	101	102	104	110	108	113
N#Cc1n[nH]n2c1nc(=O)c1sc3ccccc3c12	100	105	93	112	104	101	98	93
[O-]/[N+](=C\C=C\c1ccccc1)c1ccccc1	97	109	102	96	108	110	100	130
C/C=C/C1OCC(CC)C(CCC)O1 (centres undefined)	113	108	x	107	107	112	102	107
Clc1ncccn1	100	88	101	103	99	117	112	94
Additional records follow:
SMILES	LOX IMVI	BT-549	SK-MEL-5	T-47D	MDA-MB-435	SK-MEL-28	SK-MEL-2	HS 578T
CC1Cc2c(NCc3ccccc3)ncnc2N2CCc3cccc1c32 (centres undefined)	93	81	83	56	92	97	84	98
O=C(O)c1ccccc1Cc1ccc2c(c1)CCCC2	109	106	x	113	115	108	113	x
Cc1ccc(C(=O)O)cc1C#Cc1cnc2cccnn12	96	97	99	87	102	101	107	95
Nc1ncc(-c2ccc(C(F)(F)F)cc2)c(NC2CCCCCC2)n1	48	48	3.5*	20	37	34	0.5*	38
O=C(N/N=C\c1ccc(O)cc1)C(=O)N/N=C\c1ccc(O)cc1	98&111	102&96	104&105	107&87	105&111	114&116	110&124	109
COc1cc(/C=C/C(=O)c2cc(OC)c(OC)c(OC)c2)ccc1OCc1ccc(F)cc1	x	8.1*	59	38	53	81	90	90
Cc1ccccc1-n1nnc(C(=O)Nc2ccc(-c3ccccc3)cn2)c1C	48[50 µM]	51[50 µM]	-42*[50 µM]	x	24[50 µM]	57[50 µM]	42[50 µM]	90[50 µM]
COc1cc(-c2nc(-c3nnc(-c4ccc(Cl)cc4)o3)c3ccccn23)cc(OC)c1OC	x	x	79	63	91	106	67	62
CC[C@H]1CCC/C=C/[C@@H]2C[C@H](O)C[C@H]2[C@H](O)/C=C/C(=O)O1	-93*	x	-100*	-81*	5.7*	-0.3*	-48*	14
O=C1N(Cc2cc(F)cc(F)c2)c2ccccc2S(=O)(=O)N1c1cccnc1Cl	108	91	82	93	100	110	105	106
CCOP(=O)(OCC)OC[C@]12CCC(C)(C)CC1C1=CC[C@@H]3[C@@]4(C)CCCNC(C)(C)[C@@H]4CC[C@@]3(C)[C@]1(C)CC2 (some centres undefined)	25	104	81	79	91	101	121	89
Nc1nc(-c2cccc(F)c2)nn1-c1nc2ccccc2s1	94	87	93	61	87	103	102	83
COc1cc2c(cc1C)NC(=O)/C2=C\c1c[nH]c2ccccc12	45	95	74	66	69	x	76	75
CN(C)c1ncc(-c2ccc(C(F)(F)F)cc2)c(NC2CCCCCC2)n1	66	90	40	35	65	49	57	x
Cc1nn(-c2ccccc2)c2ncnc(N/N=C/c3cccc([N+](=O)[O-])c3)c12	96	93	82	82	94	100	95	93
Nc1nc(=S)c2ncn(C3CCCC3)c2[nH]1	90	101	111	101	108	97	103	90
COc1cc(C(=O)NC2CC2)cc(OC)c1OC	101	109	101	95	108	104	96	107
Cc1c(Cl)cccc1NCN1C(=O)c2ccccc2C1=O	97	106	100	94	104	112	103	118
N#Cc1c(-c2ccc(Br)cc2)n2c(nc1=O)SC(=O)C2	99	104	99	107	105	108	125	106
O=C(CN1CCCCC1)Nc1ccc(-c2nc3ccccc3s2)cc1	79	98	91	82	107	110	107	87
C#CCOc1cccc(/C(N)=N/C(N)=N/c2nc3ccccc3s2)c1	-1.9*	92	95	72	104	115	103	108
O=C(Nc1ccccc1SC(=O)c1ccccc1)c1ccccc1	96	83	86	80	101	97	109	97
CS(=O)(=O)c1ccc(-n2cc(/C=N/O)c(-c3ccc(Br)cc3)n2)cc1	102	103	100	103	106	101	103	104
O=c1ccc(=O)n(-c2nc(-c3ccccc3)cs2)[nH]1	83	91	90	75	98	98	98	93
COc1ccc(C(=O)C[n+]2ccccc2C)cc1	94	99	105	91	105	103	107	96
Continued.
SMILES	LOX IMVI	BT-549	SK-MEL-5	T-47D	MDA-MB-435	SK-MEL-28	SK-MEL-2	HS 578T
Nc1nc(N)c2nc(-c3ccccc3)c(N)nc2n1	43&74	90&83	60&88	89	55&78	104&112	100&91	123&106
COc1cc(-c2csc(NC(=O)c3ccc(Cl)c(C(F)(F)F)c3)n2)cc(OC)c1OC	83	79	46	20	80	91	79	95
Clc1ccc2c(c1)C=C1CCCC3=Cc4cc(Cl)ccc4OC13O2	97	108	100	102	109	114	89	98
Ic1ccc(Cc2ccc(I)cc2)cc1	96	100	96	95	97	99	100	99
O=[N+]([O-])c1ccccc1C(=Nc1ccccc1)c1c(O)cc(O)cc1O	94	106	101	100	107	88	122	98
CN1CCN=C1c1ccc(NC(=O)c2ccc(C(=O)Nc3ccc(C4=NCCN4C)cc3)cc2)cc1	94	98	85	87	108	110	121	80
N#CCC(N)=S	90	118	101	110	105	106	113	95
NC(N)=NNS(=O)(=O)c1ccc(Nc2ncnc3ccc(NC(=O)c4ccccc4)cc23)cc1	100	94	99	70	104	95	89	119
NC[C@@H]1O[C@H](O[C@@H]2[C@@H](CO)OC(O[C@@H]3[C@@H](O)[C@H](N)C[C@H](N)[C@H]3OC3O[C@H](CN)[C@@H](O)[C@H](O)[C@H]3N)[C@@H]2O)[C@H](N)[C@@H](O)[C@@H]1O (some centres undefined)	101	109	106	115	102	111	125	111
Cc1ccc(-n2nc(C#N)c(N3CCOCC3)n2)cc1	101	98	97	90	106	103	104	104
CCc1c(-c2ccccc2)n[nH]c1-c1[nH]nc(-c2ccccc2)c1CC	86	118	100	x	107	112	127	94
Nc1cc2[nH]c(=O)c3ccccc3c2cc1[N+](=O)[O-]	63	94	62	74	89	99	102	74
C[C@@H](O)/C=C/[C@H]1C(CO)=CC(=O)CC1(C)C	92	97	93	91	102	109	110	105
CC(C)c1ccccc1O	89	109	99	101	110	107	102	108
CCCCCCn1c(-c2ccc(C(=O)O/N=C(\N)c3ccc(OC)cc3)cc2)nc(-c2ccccc2)c1-c1ccccc1	-92*	-2.1*	50	-30*	x	42	47	-20*
C#CCOc1ccc(C2=NN(C3CC3)C3N=C(Cl)c4ncn(C5CC5)c4N23)cc1OCC#C (centres undefined)	92	97	93	75	93	103	94	89
CC1(C)CC[C@]23CC[C@]4(C)[C@H](CC[C@@H]5[C@@]6(C)CC[C@H](N)C(C)(C)[C@@H]6CC[C@]54C)[C@H]2[C@H]1OC3	-74*	89	88	88	91	103	108	94
COc1ccc(C2=NN(C)C(=O)C3(CCCCC3)C2)cc1	100	114	99	104	108	105	115	108
O=C(OCc1ccc2c(c1)OCO2)c1ccc(Cl)cc1	94	91	102	87	99	100	103	100
COc1ccc(NC(=O)[C@@H](N)Cc2ccccc2)cc1C(=O)Nc1cccc(C2CC(=O)c3c(cc(OC)c(OC)c3OC)O2)c1 (some centres undefined)	25	20	47	25	57	73	78	78
O=C(CC1c2ccccc2NC(=O)N1Cc1ccccc1)c1ccccn1 (centres undefined)	103	105	106	85	106	x	99	101
O=C(O)CCCCCc1ccccc1	108	103	101	98	104	106	102	x
NC(=S)NN=C1CCC(C2CCCCC2)CC1 (centres undefined)	100	92&102	88&87	40&44	77&79	110&91	90&96	109&79
Nc1ccc(-c2cc3c(Nc4ccc(OCc5cccc(F)c5)c(Cl)c4)ncnc3s2)cc1	25	61	58	15	44	39	25	77
O=C(Cc1ccccc1)NS(=O)(=O)c1ccccc1	96	102	107	108	104	97	107	108
